Assay outcomes (PubChem BioAssay)
Rad51 HR inh – blocks human Rad51 in homologous recombination | Q06609 | AID 1385 | actives 0.085% (n = 200,000) | inhibition, % at 10 µM | hRad51 DNA strand exchange, fluorescence dequenching;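 active means inhibition above 40% at the single screening dose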;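 further: 0% = DMSO control wells and 100% = blanks with heterologous ssDNA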
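Material: human Rad51–ssDNA filaments; Probe or stimulus: labelled 47-mer dsDNA for strand exchange; Doses: single 10 µM dose; Incubation: 37 °C 15-min filament assembly, 30-min compound preincubation, 15-min exchange; Technique: FRET fluorescence dequenching, excitation 485 nm, emission 520 nm; Measure: Fluorescence-based percent inhibition, control- and blank-normalised; Benchmarks: plate control and blank wells.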
Calpain2 inh – calpain II (pig) inhibition; purified calpain II, fluorogenic peptide substrate, 30 min; inhibition, % at 16 µM; actives 0.37% (n = 220,000); AID 1236;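 active means inhibition above about 50%, limit read from the data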
14-3-3 Bad PPI – disrupts binding of bovine 14-3-3 zeta to phospho-Bad peptide; P63103; TR-FRET 14-3-3zeta/Dy647-pBad peptide displacement, 1 h; actives 0.71% (n = 220,000); inhibition, % at 21.7 µM; AID 781;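 active means inhibition above about 70%, limit read from the data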;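 further: 0% = full 14-3-3 plus peptide FRET controls and 100% = background without 14-3-3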
Tb hexokinase – T. brucei hexokinase 1 inhibition. actives 0.11% (n = 220,000). inhibition, % at 10 µM. recombinant TbHK1, G6PDH-coupled NADH A340;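 active means inhibition of 50% or more in the single-dose primary screen; inactive means inhibition below 50%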
EP2 mod – modulators of human EP2 prostaglandin E2 receptor | EP2-expressing cells, cAMP HTRF FRET, PGE2 co-stimulation | induction, % at 25 µM | actives 0.83% (n = 260,000) | AID 940;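 active means compounds whose cAMP rise, as percent of the full-agonist control response, exceeds 60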;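 further: rat C6 glioma line stably carrying human EP2 under a CMV promoter; the protocol text gives 20 µM as final concentration; 100% = response of wells given 1 µM PGE2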
Target sequence (P43116 whole entry, looked up): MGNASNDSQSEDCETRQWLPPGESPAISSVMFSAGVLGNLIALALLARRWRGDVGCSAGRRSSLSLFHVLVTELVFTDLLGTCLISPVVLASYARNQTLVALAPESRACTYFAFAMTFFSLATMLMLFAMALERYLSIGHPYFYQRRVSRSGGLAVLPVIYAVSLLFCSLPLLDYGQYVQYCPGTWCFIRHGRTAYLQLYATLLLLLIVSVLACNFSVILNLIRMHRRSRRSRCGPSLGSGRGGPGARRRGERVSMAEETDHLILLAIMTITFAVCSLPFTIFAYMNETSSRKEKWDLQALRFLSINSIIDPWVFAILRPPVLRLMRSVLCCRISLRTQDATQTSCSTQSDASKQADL
eIF4E-4G inh – inhibitors of eIF4E and eIF4G interaction in translation initiation. TR-FRET eIF4E-eIF4GI(517-606) binding, 2 h. inhibition, % at 21.7 µM. actives 0.37% (n = 220,000);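 active means inhibition above about 30%, limit read from the data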;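 further: 0% = full FRET control wells and 100% = background wells lacking eIF4GI fragment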
PGE2 EP2 inh – blocks the human prostaglandin E2 receptor EP2 | actives 0.52% (n = 260,000) | C6 glioma cells expressing human EP2, cAMP TR-FRET; cells stimulated with saturating PGE2 | AID 1422 | P43116 | inhibition, % at 25 µM;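 active means percent inhibition above 40 after rounding to a whole number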;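 further: rat C6 glioma host cells with rolipram phosphodiesterase inhibitor present; the protocol text gives 20 µM as final concentration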
Hck-Nef inh – inhibitors of human Hck kinase activated by Nef | P08631 | Recombinant Hck-YEEI plus Nef, Z-Lyte FRET kinase assay | inhibition, % at 20 µM | actives 0.68% (n = 220,000);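 active means Hck-Nef kinase inhibition above about 50%, limit read from the data; inactive means inhibition below that limit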;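 further: 0% = DMSO with Hck plus Nef and 100% = Hck alone without Nef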
Target sequence (P08631 whole entry, looked up): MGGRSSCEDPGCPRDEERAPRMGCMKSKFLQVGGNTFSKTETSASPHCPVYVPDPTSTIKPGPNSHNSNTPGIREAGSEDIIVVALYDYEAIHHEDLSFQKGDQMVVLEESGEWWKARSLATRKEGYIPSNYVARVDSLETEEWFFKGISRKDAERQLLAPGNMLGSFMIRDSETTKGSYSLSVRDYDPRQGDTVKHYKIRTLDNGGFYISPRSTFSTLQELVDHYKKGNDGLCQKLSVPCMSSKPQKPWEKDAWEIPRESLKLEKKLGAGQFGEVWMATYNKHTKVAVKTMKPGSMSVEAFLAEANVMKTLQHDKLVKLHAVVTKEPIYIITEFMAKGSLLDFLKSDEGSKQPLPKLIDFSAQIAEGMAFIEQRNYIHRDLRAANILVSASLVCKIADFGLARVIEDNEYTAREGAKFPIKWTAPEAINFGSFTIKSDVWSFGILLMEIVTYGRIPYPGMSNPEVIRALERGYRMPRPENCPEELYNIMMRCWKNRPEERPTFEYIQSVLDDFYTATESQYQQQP
L929 necroptosis – L929 zVAD cell death inhibition; viability rescue, % at 10 µM; AID 1377; L929 zVAD necroptosis rescue, ATP luminescence, 24 h; with zVAD 60 µM; actives 0.38% (n = 220,000);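 active means activation, scaled between plate controls, above about 75%, limit read from the data; inactive means activation under that limit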;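 further: 0% = zVAD with DMSO and 100% = DMSO alone without zVAD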
The depositor's hits bear a star; x = not tested or not shown; & = joins results of further samples; [ ] = dose if it differs, or a comment. Not all compounds are listed, so the mix of outcomes need not match the whole.

SMILES | Rad51 HR inh | Calpain2 inh | 14-3-3 Bad PPI | Tb hexokinase | EP2 mod | eIF4E-4G inh | PGE2 EP2 inh | Hck-Nef inh | L929 necroptosis
O=C(N1CCN(c2ccccc2F)CC1)C12CC3CC(CC(C3)C1)C2 | 8 | 12 | 1 | -1 | -9 | 4 | 7 | 1 | 0.8
Cc1ccc(-n2nc(C(=O)NCc3ccc(C)o3)c3c4ccccc4n(C)c3c2=O)cc1 | -2 | -69 | 9 | -18 | 24 | 3 | 9 | 6 | 0.2
COc1ccc(/C=C/C(=O)NC(=S)NNC(=O)Cc2cccs2)cc1OC | -21 | -55 | -10 | -28 | 16 | 0[fluorescence artefact?] | 8 | 2 | -0.4
CCC(C)NC(=O)CNC(=O)Cn1c(C)cc2ccccc2c1=O (stereo not given) | 3 | -54 | -1 | -14 | 17 | 0[fluorescence artefact?] | 5 | 0 | 1.6
CCC(N)C12CC3CC(CC(O)(C3)C1)C2 (stereo not given) | -3 | -20 | 1 | -4 | 25 | 7 | 15 | -8 | 0.2
CN(C)S(=O)(=O)N1CCN(c2cc(Cl)ccc2Cl)CC1 | -2 | 7 | 6 | -3 | 7 | -4 | 6 | 6 | -0.1
Cc1cc(Br)c(Cl)cc1NC(=O)CN1C(=O)C2C3CC(c4ccccc4)C(C3)C2C1=O (stereo not given) | 4 | 30 | -27[fluorescence artefact?] | 18 | 14 | -2 | 12 | 3 | 1.4
O=C1C2CC=CCC2C(=O)N1c1ccc(NCCc2ccc(Cl)cc2)c([N+](=O)[O-])c1 (stereo not given) | -1 | 12 | -6[fluorescence artefact?] | 4 | -24 | 17 | 6 | 4 | 5.4
CCO[C@@H]1OC(C(=O)O)=C[C@H](c2csc3ccccc23)[C@H]1CCCO | 4 | 19 | 4 | 0 | 11 | 4 | 12 | -11 | -0.3
Oc1c(C(Nc2cccc(C(F)(F)F)c2)c2ccncc2)ccc2cccnc12 (stereo not given) | 1 | -24 | -11 | -7 | 16 | 2 | 7 | 16 | 57
Cc1cccnc1NCc1ccc(O)c2ncccc12 | -1 | -39 | -15 | 26 | -9 | -4 | 12 | 3 | 0.4
CN(C)CCCN1C(=O)CSC1c1ccc([N+](=O)[O-])cc1 (stereo not given) | 3 | 6 | -3 | -3 | 14 | -3 | -2 | 22 | -0.1

An excerpt from above in order of their number in Hck-Nef inh, rising:
Compound | Hck-Nef inh
CCC(N)C12CC3CC(CC(O)(C3)C1)C2 (stereo not given) | -8
Cc1cc(Br)c(Cl)cc1NC(=O)CN1C(=O)C2C3CC(c4ccccc4)C(C3)C2C1=O (stereo not given) | 3
Oc1c(C(Nc2cccc(C(F)(F)F)c2)c2ccncc2)ccc2cccnc12 (stereo not given) | 16

Further entries follow.
SMILES | Rad51 HR inh | Calpain2 inh | 14-3-3 Bad PPI | Tb hexokinase | EP2 mod | eIF4E-4G inh | PGE2 EP2 inh | Hck-Nef inh | L929 necroptosis
COc1ccccc1C(=O)NNC1=C(C(=O)C(F)(F)F)CCC1 | -2 | 3 | -18 | 0 | -9 | 3 | 0 | 2 | 3.7
O=C(NNC(=O)c1ccccc1[N+](=O)[O-])c1ccccn1 | 0 | 3 | -3 | -6 | 19 | -4 | 8 | 11 | -1.9
Cc1cccc(C(=O)NCc2nnc(SCC(=O)N3CCN(c4ccccc4)CC3)n2C)c1 | -5 | x | x | 6 | x | x | 5 | 3 | -0.2
N#Cc1nc(-c2ccccc2F)oc1NC1CCCCC1 | 3 | -228 | -8 | -10 | -21 | 3 | 6 | 0 | 0.6
COC(=O)C1=C(CSc2nc3ccccc3o2)NC(=O)NC1c1cc(C)ccc1C (stereo not given) | -1 | 25 | 5[fluorescence artefact?] | -6 | 21 | -4[fluorescence artefact?] | 11 | 0 | 0.1
O=C1OC(c2ccc(Br)cc2)=N/C1=C\N1CCCCC1 | -7 | 24 | 9 | 1 | -3 | -6 | 6 | 0 | 0.7
CC(=O)OCC1OC(OC(C)=O)C(NC(=O)c2cccnc2)C(OC(C)=O)C1OC(C)=O (stereo not given) | 5 | 2 | -10 | 35 | 2 | -2 | 6 | 2 | 0.2
C/C(=C\c1ccc2c(c1)OCO2)C(=O)c1c(C)cc(C)[nH]c1=O | 5 | -8 | 3 | -42 | -2 | -2 | 12 | 17 | 3.8
COC(=O)c1cccc(NC(=O)Cc2ccc(OC)cc2)c1C | 4 | -24 | 12[fluorescence artefact?] | 15 | 22 | -1[fluorescence artefact?] | 11 | -11 | -0.6
CC(=O)Nc1cccc(NC(=O)CS(=O)(=O)c2cn(CC(=O)N3CCOCC3)c3ccccc23)c1 | 3 | -18 | -6 | -4 | 2 | -2 | -1 | -16 | 2.3
CCCCc1c(O)nc(SCC(=O)N2CCCCC2)n(-c2ccccc2C)c1=O | -2 | 1 | 8 | -1 | 22 | 1 | 9 | 0 | -0.3
CCOC(=O)CSc1nnc2n1C(C)(C)Cc1ccccc1-2 | -6 | 15 | 12 | 6 | 19 | -4 | 3 | 2 | -0.1
O=C(O)Cc1ccc(NC(=O)c2ccc(NC(=O)c3ccco3)cc2)cc1 | -3 | -63 | 0 | -4 | 2 | -1 | 5 | -9 | -0.9
Cc1ccc(C)c(NC(=O)CSc2nc3c(c(=O)n2C)SC(C)C3)c1 (stereo not given) | 8 | 17 | -2 | -10 | 2 | -1 | 10 | 9 | 0.6
O=C(Nc1nnc(C2CC2)s1)C1COc2ccccc2O1 (stereo not given) | -31 | -31 | -9 | 2 | 27 | -2 | 7 | 24 | 6.4
CCCCN1C(=O)c2ccccc2C1C(=O)NC1CCCC1 (stereo not given) | -2 | 2 | -6 | -11 | 22 | 2 | 3 | 1 | 0.4
CCOc1ccc(-n2c(N)c(C(=O)NCc3ccco3)sc2=S)cc1 | -2 | 26 | 0 | -19 | -19 | -3 | 15 | 0 | 0.1
CCOC(=S)SCc1cn2ccccc2n1 | 13 | -13 | 2 | 0 | -8 | 0 | 4 | 11 | 3.6
CCOC(=O)C1CCCN(S(=O)(=O)Cc2ccccc2)C1 (stereo not given) | -2 | -44 | 4 | 1 | 13 | -3 | 5 | -1 | 0.2
CCOC(=O)C(C)Sc1cnccn1 (stereo not given) | -36 | -15 | 0 | -4 | 20 | 3 | 7 | 4 | -0.2
CNc1cc([N+](=O)[O-])ccc1N/C=C/C(=O)c1cccs1 | 2 | 34 | -5 | -16 | -24 | 3 | 11 | 7 | 0.8
Cc1ccc2[nH]c3c(=S)nc[nH]c3c2c1 | 0 | -10 | 2 | -6 | 88* | 1 | 12 | 3 | 0.0
CC(C)c1ccc(NC(=S)NNC(=O)c2cccnc2)cc1 | -14 | -17 | -23 | -12 | -13 | -3 | 3 | 20 | 35
CCCCNC(=O)CCCCCNS(=O)(=O)c1ccc(OC)cc1 | 1 | 19 | -2[fluorescence artefact?] | -2 | -3 | -1 | 8 | 0 | 1.0
CC(=O)c1ccc(NC2OC(CO)C(O)C(O)C2O)cc1 (stereo not given) | 0 | -11 | -14 | -7 | -3&16 | 3 | 6&11 | 0 | -0.3
COc1cccc(CNc2nn[nH]n2)c1OC | 15 | 9 | -4 | 2 | 6 | -1 | 12 | 8 | -0.6
O=C(CCn1c(=S)[nH]c2ccccc2c1=O)NCCCN1CCCC1=O | -32 | -23 | 1 | -6 | 2 | -4 | 3 | 1 | 0.2
COc1cc(NC(=O)CCc2ccccc2)nc(OC)n1 | 2 | 1 | 0 | 0 | 23 | -2[fluorescence artefact?] | 8 | 1 | -0.9
Cc1cc(C)c(OCCOCCN(C)C)c(Br)c1 | -2 | -17 | -13[fluorescence artefact?] | 17 | -15 | -4 | 7 | 4 | 0.3
O=C(CCNC(=O)c1ccco1)Nc1ccccc1N1CCOCC1 | 4 | -18 | 6 | 0 | 5 | 2 | 12 | 0 | 1.5
CNCc1cc(Br)c(OCC(=O)Nc2ccccc2OC)c(OC)c1 | -22 | -25 | -10 | 1 | 7 | -1 | 7 | 4 | -0.8
CCC(=O)Nc1ccc(C(=O)Nc2c[nH]c(=O)[nH]c2=O)cc1 | 0 | -33 | -16 | -3 | 30 | 5 | 2 | 20 | 2.2
CCCCCC(=O)N1CCN(CCN=CC2=C(O)CC(c3cccs3)CC2=O)CC1 (stereo not given) | -8 | -39 | 6 | -1 | 39 | 1 | 6 | -16 | -0.3
O=C(O)c1cc(Cl)nc2ccccc12 | 17 | 9 | -1 | -6 | 19 | -2 | 10 | 12 | 1.1
Cc1ccc(C2CC(=O)NC(SCc3ccccc3)=C2C#N)o1 (stereo not given) | -9 | -8 | -1 | -5 | 7 | 3 | 8 | 3 | 0.2
COc1ccc(S(=O)(=O)N2CCC(C(=O)N3CCC(C(N)=O)CC3)CC2)cc1Cl | 7 | -12 | -7 | -4 | 7 | 0 | 3 | 1 | 0.7
CN1CCN(c2nc3c(c(=O)[nH]c(=O)n3C)n2Cc2cccc3ccccc23)CC1 | 3 | -4 | 0 | 8 | -13&4 | 0 | 18&6 | 0 | 0.4
CCCOc1ccc(Cn2c(C)nc([N+](=O)[O-])c2SCC(O)COC)cc1[N+](=O)[O-] (stereo not given) | 4 | -22 | -5 | -16 | 17 | 4 | 17 | -1 | -0.2
CCN(CC)S(=O)(=O)c1ccc(NC(=O)c2c(-c3ccccc3)noc2C)cc1 | 1 | -8 | 4 | 1 | -3&26 | -5 | 18&11 | -2 | 0.7
O=C(COC(=O)c1ccc(F)cc1)Nc1ccc(Cl)cn1 | 4 | 4 | -3 | -5 | -6 | 0 | 11 | 5 | 0.3
COC(C(=O)NNC(=O)CCc1ccccc1)c1ccccc1 (stereo not given) | 4 | -10 | -2 | -1 | -11 | -2 | 3 | 23 | 1.0
COc1ccc(C)cc1NC(=O)Nc1ccccc1SC | x | -14 | 1 | -7 | -5 | 2 | 3 | 7 | 0.3
Cc1ccccc1NC(=O)/C(C#N)=C/c1ccsc1 | 1 | 20 | -5 | -22 | 8 | -1 | 5 | 1 | 1.0
Nc1c(C(=O)NCCc2ccccc2)nnn1Cc1ccc(Cl)cc1 | 11 | 20 | 2[fluorescence artefact?] | 1 | -39 | -1[fluorescence artefact?] | 10 | 0 | -0.1
O=C(NCCCN1CCN(CCCNC(=O)c2ccccc2F)CC1)c1ccccc1F | -15 | -16 | 8 | 2 | 40 | 7 | 4 | 1 | 0.5
COc1ccc(-c2nnn(CC(=O)N(CC(=O)NC3CCCC3)c3cccc(C)c3)n2)cc1OC | -1 | -11 | -2 | -9 | -2 | -4 | 2 | 5 | -0.4
O=C(COc1ccccc1C(=O)NCC1CCCO1)Nc1ccc(Br)cc1 (stereo not given) | -9 | 35 | 9 | 6 | -36 | -4 | 5 | 7 | 1.8
Cc1ccc2c(c1)COc1c3ccc(C(=O)NCC4CC4)cc3nn1-2 | 10 | -147 | 2 | -16 | 5 | 2 | 14 | 29 | 3.3
CCNc1ccccc(C(=O)/C=C/c2ccc3c(c2)OCO3)c1=O | -7 | -48 | 7 | -46 | 20 | 7 | 18 | 11 | -0.2

Reformatted: results already given.
Structure: CCC(=O)Nc1ccc(C(=O)Nc2c[nH]c(=O)[nH]c2=O)cc1
  Rad51 HR inh: 0 | Calpain2 inh: -33 | 14-3-3 Bad PPI: -16 | Tb hexokinase: -3 | EP2 mod: 30 | eIF4E-4G inh: 5 | PGE2 EP2 inh: 2 | Hck-Nef inh: 20 | L929 necroptosis: 2.2
Structure: CCCCCC(=O)N1CCN(CCN=CC2=C(O)CC(c3cccs3)CC2=O)CC1 (stereo not given)
  Rad51 HR inh: -8 | Calpain2 inh: -39 | 14-3-3 Bad PPI: 6 | Tb hexokinase: -1 | EP2 mod: 39 | eIF4E-4G inh: 1 | PGE2 EP2 inh: 6 | Hck-Nef inh: -16 | L929 necroptosis: -0.3
